SR-BI HDL uptake – blocks mouse SR-BI lipid uptake from DiI-HDL. 320,000 tested, 0.96% active. ldlA[mSR-BI] CHO cells, DiI-HDL uptake fluorescence, 3 h. inhibition, % at 12.5 µM;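 active = mean replicate inhibition of at least 70% and a set share of replicates each scoring 70 or more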;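 note: 0% = median of neutral control wells and 100% = median of positive control wells; values of inactives mirror those of a sister screen read the other way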
cardiac RTF act – increases calcium sensitivity of human cardiac regulated thin filaments; P19429+P45379; IANBD-labeled TnC RTF fluorescence at EC20 calcium; 0% EC20 calcium, 100% full calcium; activation, % at 7.2 µM; 340,000 tested, 0.24% active;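 active = activation above the mean over all tested compounds plus 3 SD, cut at about 30% in these data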;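 note: rise in fluorescence read as greater calcium sensitivity of cardiac thin filaments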
Rtt109 HAT inh – blocks Candida albicans Rtt109/Vps75 acetyltransferase activity. purified Rtt109/Vps75, ThioGlo CoA-SH fluorescence, 4 h. inhibition, % at 34.9 µM. AID 540336. 330,000 tested, 0.16% active;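 active = inhibition of at least 50% in every replicate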
CDK5 inh – CDK5/p35 (human) kinase inhibition; Q00535+Q15078; Recombinant CDK5/p35, ADP-Glo luminescence, 60 min; inhibition, % at 10 µM; 330,000 tested, 0.01% active;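 active = highest replicate inhibition of at least 50% and at least 75% of replicates reaching 50%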;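 note: plate controls were DMSO neutral control for no effect and GW8510 at 10 µM for full effect; many of its hits are not listed in these tables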
SR-BI uptake up – enhances SR-BI lipid uptake from DiI-HDL | CHO ldlA[mSR-BI] cells, DiI-HDL uptake fluorescence, 3 h; 100 = double the neutral-control signal | activation, % at 12.5 µM | AID 504775 | 320,000 tested, 0.096% active;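 active = mean replicate activation of at least 60% and every replicate at or above 60%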;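 note: 0% = median plate neutral-control signal and 100% = twice that signal; values of inactives mirror those of a sister screen read the other way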
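Test system: SR-BI-overexpressing, LDLR-lacking CHO cells; Medium: Ham's F12 with 0.5% BSA, HEPES 25 mM, pH 7.4; Schedule: 3 h, 37 °C; Technique: bottom-read fluorescence, 550/595 nm.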
Wnt bcat act – activates Wnt/beta-catenin signaling in a reporter cell assay | 300,000 tested, 1.2% active | activator, plate reader | activation, % at 9.35 µM; in the data active = activation above about 30%, passing the limit was not always enough;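 note: 0% = neutral control wells and 100% = positive control wells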
HTR5A ag – activates human HTR5A in OPRM1-OPRD1 agonist counter-screen; P47898; HTR5A agonist assay, luminescence, cell-based; activation, % at 9.3 µM; 340,000 tested, 0.61% active; AID 504692; in the data active = activation mostly above about 9.5%, no sharp cut-off; inactive = mostly below about 7.6%;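 note: 0% = cells with vehicle only and 100% = reference agonist; strong numbers were not always called active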
Target sequence (P47898 whole entry, looked up): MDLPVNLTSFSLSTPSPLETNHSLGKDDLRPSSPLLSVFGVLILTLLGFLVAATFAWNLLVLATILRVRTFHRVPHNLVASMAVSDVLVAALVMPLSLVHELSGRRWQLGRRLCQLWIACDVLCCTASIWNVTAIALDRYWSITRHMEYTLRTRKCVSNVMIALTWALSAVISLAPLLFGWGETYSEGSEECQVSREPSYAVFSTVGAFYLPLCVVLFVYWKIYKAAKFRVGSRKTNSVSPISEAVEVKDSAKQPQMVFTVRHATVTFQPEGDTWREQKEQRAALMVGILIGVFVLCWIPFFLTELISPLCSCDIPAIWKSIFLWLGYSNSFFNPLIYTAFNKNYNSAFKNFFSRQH
dFosB activator – mouse delta FosB homodimer activation. purified delta FosB, TAMRA-CDK5 oligo fluorescence polarization; percent of positive-control signal above neutral wells. P13346. AID 493131. activation, % at 25 µM. 340,000 tested, 0.99% active;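 active = mean activation above about 17%, with every replicate also reaching it, limit read from the data, passing the limit was not always enough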;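 note: fluorescence polarization rise as delta FosB binds a TAMRA Cdk5 AP-1 oligo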
Target sequence (P13346 whole entry, looked up): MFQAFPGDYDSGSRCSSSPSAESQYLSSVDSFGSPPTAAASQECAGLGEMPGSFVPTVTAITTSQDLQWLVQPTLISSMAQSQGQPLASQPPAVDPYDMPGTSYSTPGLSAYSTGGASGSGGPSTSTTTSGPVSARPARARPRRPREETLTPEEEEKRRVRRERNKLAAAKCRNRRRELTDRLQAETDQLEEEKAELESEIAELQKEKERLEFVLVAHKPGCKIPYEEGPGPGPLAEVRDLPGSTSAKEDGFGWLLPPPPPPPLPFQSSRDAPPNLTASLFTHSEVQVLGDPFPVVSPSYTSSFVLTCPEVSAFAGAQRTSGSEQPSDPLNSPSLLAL
PvdQ acylase – P. aeruginosa PvdQ acylase inhibition | purified PvdQ acylase, fluorescence plate reader | inhibition, % at 10 µM | 340,000 tested, 0.063% active | AID 488965; in the data active = inhibition above about 30%, passing the limit was not always enough;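 note: 0% = vehicle neutral wells and 100% = reference inhibitor wells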
MITF act – activators of MITF-driven TRPM1 promoter activity in SK-MEL-5 cells; SK-MEL-5 TRPM1-promoter luciferase, 24 h; % of positive control, neutral wells = 0; activation, % at 12.5 µM; 300,000 tested, 0.75% active; AID 588334;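 active = mean activation of at least 80% with every replicate also reaching 80%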;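 note: 0% = neutral control wells and 100% = parthenolide positive control wells; values of inactives mirror those of a sister screen read the other way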
Numbers without * were called inactive; . = no result given.

Sample of the layout, 2 compounds:
Sequence of screens – Rtt109 HAT inh	cardiac RTF act	CDK5 inh	SR-BI uptake up	SR-BI HDL uptake	Wnt bcat act	PvdQ acylase	dFosB activator	HTR5A ag	MITF act
> Cc1ccccc1Nc1ncnc(N)n1
    1.3	8.1	2.2	-9.1	9.1	-1.6	-3.5	-10.2	0.4	0.6
> S=C(NCCc1ccccc1)N1CCOCC1
    5.8	-0.9	2.3	6.9	-6.9	-0.7	9.1	-0.8	-1.1	.

The list itself, previewed entries included:
Sequence of screens – Rtt109 HAT inh	cardiac RTF act	CDK5 inh	SR-BI uptake up	SR-BI HDL uptake	Wnt bcat act	PvdQ acylase	dFosB activator	HTR5A ag	MITF act
> Cc1ccccc1Nc1ncnc(N)n1
    1.3	8.1	2.2	-9.1	9.1	-1.6	-3.5	-10.2	0.4	0.6
> S=C(NCCc1ccccc1)N1CCOCC1
    5.8	-0.9	2.3	6.9	-6.9	-0.7	9.1	-0.8	-1.1	.
> CC12CS(=O)(=O)CC1SC(=S)N2Cc1ccccc1 (stereo not drawn)
    5.8	8.4	1.5	20.6	-20.6	-8.9	9.7	-3.4	2.8	2.2
> CCOc1ccc(N=Cc2c(O)c3ccccc3oc2=O)cc1
    0.2	-6.1	1.4	35.4	-35.4	9.2	-4.9	0.1	-0.1	1.7
> CCOc1ccccc1NC(=O)COn1nnc2ccc(Cl)cc21
    3.5	9.0	-2.2	.	.	-2.0	-9.1	-9.9	5.3	-14.4
> O=C(Cn1nnc2ccccc2c1=O)NCC1CCC(C(=O)O)CC1 (stereo not drawn)
    -0.5	4.4	1.4	9.8	-9.8	1.8	-13.8	-3.3	-0.9	-9.6
> O=C(c1cccs1)N1C(=O)c2cccc3cccc1c23
    -16.4	7.0	1.0	.	.	4.7	-7.8	-18.4	-1.9	-15.5
> C/C(CC(=O)Nc1ccc(Cl)cc1Cl)=N\NC(N)=S
    2.4	-7.2	-1.6	-64.9	64.9	.	5.0	-1.2	-0.4	-9.3
> O=C1Nc2cc(Cl)c(Cl)cc2N(O)N1c1cccc(Cl)c1
    -1.3	2.0	-2.0	-7.0	7.0	-7.3	-7.0	5.4	5.6	8.1
> CC(C)(C)NS(=O)(=O)c1ccc(NC(=O)c2cc(-c3ccccc3)nc3ccccc23)cc1
    9.4	-0.3	-0.8	-37.0	37.0	-9.9	7.3	4.8	-0.2	.
> O=C1CCCS(=O)(=O)c2ccccc21
    26.0	-5.3	2.2	13.9	-13.9	0.0	9.4	-4.3	-0.9	4.0
> Cc1nc2c(C(=O)NCCc3ccccc3)c[nH]n2c(=O)c1Cl
    13.5	-3.7	-1.0	8.1	-8.1	-0.2	-3.5	3.8	3.0	-4.8
> O=C(N/N=C/C=C/c1ccccc1[N+](=O)[O-])c1cccs1
    0.1	2.1	2.3	-38.1	38.1	.	-3.4	3.0	-1.7	6.9
> O=C(O)CC(Cn1cnnn1)c1ccccc1 (stereo not drawn)
    0.8	2.3	-0.3	.	.	0.0	-11.4	-6.8	-4.5	-2.7
> O=C1NC2CCc3nc4ccccc4c(=O)n3C2=Nc2ccccc21 (stereo not drawn)
    -2.2	0.1	-0.4	-5.9	5.9	-1.0	-3.7	2.3	12.0	0.9
> CC(C)C(NC(=O)C1CCC(C(C)(C)C)CC1)C(=O)NCCCN1CCCCC1 (stereo not drawn)
    1.3	1.0	-0.5	.	.	2.4	-9.1	-11.9	-2.0	5.3
> COc1ccc(CN2CCNC(=O)C2CC(=O)NCc2cn3ccc(C)cc3n2)c(OC)c1 (stereo not drawn)
    9.3	-5.2	-2.4	6.5	-6.5	-2.4	6.6	-13.5	4.8	9.2
> Cc1c(NC(=O)c2ccc([N+](=O)[O-])o2)cccc1-c1nc2ncccc2o1
    -4.0	-2.2	0.2	-0.9	0.9	-1.8	-6.8	8.7	1.1	-76.8
> Fc1ccc(-c2nc3ccncc3[nH]2)cc1
    -2.1	25.3	-6.2	3.1	-3.1	14.4	-17.3	-8.0	0.8	.
> O=c1/c(=C\c2cccnc2)sc2nc3ccccc3n12
    4.4	1.1	2.6	-0.3	0.3	14.9	-9.8	-3.4	0.2	38.4

Record cards, from the list above. Order of screens: Rtt109 HAT inh, cardiac RTF act, CDK5 inh, SR-BI uptake up, SR-BI HDL uptake, Wnt bcat act, PvdQ acylase, dFosB activator, HTR5A ag, MITF act
S=C(NCCc1ccccc1)N1CCOCC1 is entered as 5.8, -0.9, 2.3, 6.9, -6.9, -0.7, 9.1, -0.8, -1.1, .
O=c1/c(=C\c2cccnc2)sc2nc3ccccc3n12 is entered as 4.4, 1.1, 2.6, -0.3, 0.3, 14.9, -9.8, -3.4, 0.2, 38.4
CC12CS(=O)(=O)CC1SC(=S)N2Cc1ccccc1 (stereo not drawn) is entered as 5.8, 8.4, 1.5, 20.6, -20.6, -8.9, 9.7, -3.4, 2.8, 2.2
Cc1c(NC(=O)c2ccc([N+](=O)[O-])o2)cccc1-c1nc2ncccc2o1 is entered as -4.0, -2.2, 0.2, -0.9, 0.9, -1.8, -6.8, 8.7, 1.1, -76.8
Cc1nc2c(C(=O)NCCc3ccccc3)c[nH]n2c(=O)c1Cl is entered as 13.5, -3.7, -1.0, 8.1, -8.1, -0.2, -3.5, 3.8, 3.0, -4.8

Additional records follow:
Sequence of screens – Rtt109 HAT inh	cardiac RTF act	CDK5 inh	SR-BI uptake up	SR-BI HDL uptake	Wnt bcat act	PvdQ acylase	dFosB activator	HTR5A ag	MITF act
> CC(NC(=O)c1cc(-c2ccncc2)nc2ccc(Br)cc12)C1CCCO1 (stereo not drawn)
    12.4	-2.0	1.2	-44.5	44.5	-0.6	-19.4	-16.1	-0.3	4.1
> CSc1cccc(NC(=O)C(C)C)c1
    10.9	2.6	0.0	24.3	-24.3	-3.6	-1.8	2.3	3.6	5.2
> Cc1cc(C)n2c(=O)c3ccc(Cl)cc3nc2c1C#N
    -18.8	-0.5	0.4	16.9	-16.9	1.7	-13.9	-24.8	4.0	-11.2
> CCC(C)(C)C1CCC(=NNC(=S)Nc2ccccc2)CC1 (stereo not drawn)
    -3.0	-3.0	1.0	-12.2	12.2	-1.1	-0.9	-6.0	4.3	3.9
> Cc1c(Cl)cccc1-c1ccc(/C=N/n2cnnc2)o1
    -12.0	-3.9	-0.9	1.0	-1.0	.	5.2	-15.8	-1.5	-15.2
> C/C(=N/OC(=O)CC(C)C)c1cc(-c2ccc(Cl)cc2)no1
    -6.8	-1.2	-0.4	-9.9	9.9	6.7	-2.0	-10.3	2.4	86.3*
> CC(C)(O)C(=O)NNC(=S)NCc1ccco1
    -0.8	6.0	1.0	11.5	-11.5	-0.3	-7.3	-0.1	-5.0	2.5
> O=C(O)c1ccc(N/N=C/c2cccc(F)c2)cc1
    -5.6	-7.2	-0.1	13.6	-13.6	.	-5.5	-6.1	-7.5	17.4
> CC(C)CN(CC(C)C)C(=O)c1cccc(S(=O)(=O)N2CCc3ccccc32)c1
    17.2	1.9	0.4	-21.3	21.3	-2.8	-1.8	-2.8	4.4	-14.4
> Cc1cc(=O)c(C(=O)c2ccccc2)c(C)o1
    -6.1	-0.5	-0.2	8.1	-8.1	2.4	-10.5	0.7	4.1	-6.9
> C[C@H]1O[C@@H](O[C@H]2CC[C@@]3(C)C(CC[C@]4(C)C3C=C[C@]35OC[C@@]6(CCC(C)(C)C[C@H]63)[C@@H](O)C[C@]54C)[C@]2(C)CO)[C@H](O)[C@@H](O[C@@H]2O[C@H](CO)[C@@H](O)[C@H](O)[C@H]2O)[C@H]1O (stereo partly drawn)
    4.9	1.6	0.1	16.5	-16.5	7.4	-11.8	-10.8	2.0	0.3
> COc1ccc(C(=O)OC(C)C(=O)NC2CCCC2)cc1S(=O)(=O)N1CCOCC1 (stereo not drawn)
    -4.6	1.2	-5.4	3.4	-3.4	-3.3	-7.3	-1.8	0.4	2.6
> O=C(Nc1ccccc1[N+](=O)[O-])C1=C(O)CCn2c1nc1ccccc12
    -3.4	5.2	1.2	-0.3	0.3	.	12.8	-3.9	5.0	-3.9
> Cc1ccc(C(C(=O)NCc2ccco2)N(C(=O)Cc2cccs2)c2cccnc2)cc1 (stereo not drawn)
    -5.3	-1.9	-1.2	13.3	-13.3	-1.1	-19.7	-2.2	-3.3	11.8
> Cc1c(NC(=O)COc2ccccc2Cl)c(=O)n(-c2ccccc2)n1C
    2.9	-4.3	0.6	10.1	-10.1	-4.4	-7.8	2.0	-2.0	-3.8
> Cc1onc(C(=O)N2CCC(C(N)=O)CC2)c1-c1ccccc1Cl
    -10.1	-3.7	0.0	21.0	-21.0	-5.5	-10.2	1.0	-2.3	9.7
> COc1nnc(OC)c2ccccc12
    3.8	5.0	1.7	19.0	-19.0	.	-10.8	-3.0	-4.2	-0.4
> Cc1ccc(N/C(CSC(N)=O)=N\S(=O)(=O)c2ccc(C)cc2)cc1
    -0.2	-2.6	.	24.6	-24.6	12.3	-10.0	-6.3	-2.9	-3.7
> CC(C)C(=O)N=C1NC(=O)CS1
    .	0.4	-1.0	18.2	-18.2	-1.9	-12.5	0.9	4.9	5.2
> COc1ccc(N(C(C)C(=O)N/N=C(\C)C(C)(C)C)S(C)(=O)=O)cc1 (stereo not drawn)
    .	-1.2	-1.0	4.1	-4.1	-6.2	-6.7	-1.8	-0.5	13.1
> Cc1c(C(=O)OC(C)C)sc(NC(=O)c2cccnc2)c1C#N
    -5.5	6.5	-1.6	-30.6	30.6	.	-13.7	-15.8	-1.9	7.6
> OCCC1CN(Cc2cccn2-c2cccnc2)CCN1Cc1ccccc1 (stereo not drawn)
    -5.1	4.4	-0.7	-4.1	4.1	-1.0	-18.1	-3.1	6.3	2.9

The order is random; 4.4% or so of the library scored in one or more.
